SR-BI DiI inh: blocks mouse SR-BI lipid uptake from DiI-HDL | Q61009 | ldlA[mSR-BI] CHO cells, DiI-HDL uptake fluorescence, 3 h | inhibition, % at 12.5 µM | actives 0.96% (n = 320,000) | AID 488896;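 active = mean replicate inhibition of at least 70% and a set share of replicates each scoring 70 or more; inconclusive = meets just one of the two criteria; inactive = fails both criteria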;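 note: 0% = median of neutral control wells and 100% = median of positive control wells; values of inactives mirror those of a sister screen read the other way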
Target sequence (Q61009 whole entry, looked up): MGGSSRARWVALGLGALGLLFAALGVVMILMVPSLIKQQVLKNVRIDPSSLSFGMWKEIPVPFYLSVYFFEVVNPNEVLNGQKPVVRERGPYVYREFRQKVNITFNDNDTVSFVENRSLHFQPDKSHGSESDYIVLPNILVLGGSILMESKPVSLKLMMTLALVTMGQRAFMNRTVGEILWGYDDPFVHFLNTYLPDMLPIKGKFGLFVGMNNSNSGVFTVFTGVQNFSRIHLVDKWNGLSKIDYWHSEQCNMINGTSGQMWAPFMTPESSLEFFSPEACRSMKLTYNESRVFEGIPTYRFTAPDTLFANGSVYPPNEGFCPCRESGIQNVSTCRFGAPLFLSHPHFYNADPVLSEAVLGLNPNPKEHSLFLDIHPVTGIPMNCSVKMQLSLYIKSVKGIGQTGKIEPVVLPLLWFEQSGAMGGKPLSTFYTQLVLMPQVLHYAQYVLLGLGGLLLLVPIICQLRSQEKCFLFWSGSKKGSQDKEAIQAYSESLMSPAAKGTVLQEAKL
CDK5 inh: blocks human CDK5/p35 kinase activity; Q00535+Q15078; inhibition, % at 10 µM; actives 0.01% (n = 330,000); Recombinant CDK5/p35, ADP-Glo luminescence, 60 min;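 active = highest replicate inhibition of at least 50% and at least 75% of replicates reaching 50%; inconclusive = only one of the two criteria met; inactive = both criteria failed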;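 note: plate controls were DMSO neutral control for no effect and GW8510 at 10 µM for full effect; many of its hits are not listed in these tables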
cardiac RTF act: increases calcium sensitivity of human cardiac regulated thin filaments; P19429+P45379; IANBD-labeled TnC RTF fluorescence at EC20 calcium; 0% EC20 calcium, 100% full calcium; activation, % at 7.2 µM; actives 0.24% (n = 340,000);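 active = activation above the mean over all tested compounds plus 3 SD, cut at about 30% in these data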;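 note: rise in fluorescence read as greater calcium sensitivity of cardiac thin filaments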
SR-BI uptake up: activators of SR-BI mediated HDL lipid uptake; CHO ldlA[mSR-BI] cells, DiI-HDL uptake fluorescence, 3 h; 100 = double the neutral-control signal; activation, % at 12.5 µM; actives 0.096% (n = 320,000); AID 504775;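 active = mean replicate activation of at least 60% and every replicate at or above 60%; inconclusive = mean or all-replicate condition met, but not both; inactive = mean below 60% and not all replicates reaching 60%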;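 note: 0% = median plate neutral-control signal and 100% = twice that signal; values of inactives mirror those of a sister screen read the other way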
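Test system: SR-BI-overexpressing, LDLR-lacking CHO cells; Also added: labelled HDL, 10 µg/mL; Measured by: bottom-read cell fluorescence after medium removal, ex 550/em 595 nm; Timing: 3 h uptake period with compound, 37 °C; Buffer or medium: F12, 0.5% BSA, 25 mM HEPES; Doses: single compound concentration, delivered by pin transfer.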
dFosB activator: mouse delta FosB homodimer activation; actives 0.99% (n = 340,000); AID 493131; purified delta FosB, TAMRA-CDK5 oligo fluorescence polarization; percent of positive-control signal above neutral wells; P13346; activation, % at 25 µM;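 active = mean activation above about 17%, with every replicate also reaching it, limit read from the data, passing the limit was not always enough; inconclusive = only one of the two conditions met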;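 note: fluorescence polarization rise as delta FosB binds a TAMRA Cdk5 AP-1 oligo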
Target sequence (P13346 whole entry, looked up): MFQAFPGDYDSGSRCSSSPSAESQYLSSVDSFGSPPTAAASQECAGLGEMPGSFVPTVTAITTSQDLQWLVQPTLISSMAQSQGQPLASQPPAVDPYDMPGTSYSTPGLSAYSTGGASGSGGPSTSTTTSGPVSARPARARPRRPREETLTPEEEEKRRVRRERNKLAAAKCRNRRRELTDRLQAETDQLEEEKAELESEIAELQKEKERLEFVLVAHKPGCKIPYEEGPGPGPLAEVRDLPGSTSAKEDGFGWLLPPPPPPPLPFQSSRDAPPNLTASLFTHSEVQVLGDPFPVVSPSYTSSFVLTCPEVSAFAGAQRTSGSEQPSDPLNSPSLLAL
HTR5A ag: activates human HTR5A in OPRM1-OPRD1 agonist counter-screen | HTR5A agonist assay, luminescence, cell-based | activation, % at 9.3 µM | actives 0.61% (n = 340,000); in the data active = activation mostly above about 9.5%, no sharp cut-off; inactive = mostly below about 7.6%;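 note: 0% = cells with vehicle only and 100% = reference agonist; strong numbers were not always called active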
Rtt109 HAT inh: C. albicans Rtt109 histone acetyltransferase inhibition. Q5AAJ8. purified Rtt109/Vps75, ThioGlo CoA-SH fluorescence, 4 h. inhibition, % at 34.9 µM. actives 0.16% (n = 330,000). AID 540336;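 active = inhibition of at least 50% in every replicate; inconclusive = best replicate reaches 50% inhibition but some replicates fall short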
Wnt act: activators of Wnt/beta-catenin signaling | Wnt/beta-catenin reporter cell assay, activator, plate reader | actives 1.2% (n = 300,000) | activation, % at 9.35 µM; in the data active = activation above about 30%, passing the limit was not always enough; inconclusive = no clear call, values can overlap the other calls;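 note: 0% = neutral control wells and 100% = positive control wells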
PvdQ inh: blocks Pseudomonas aeruginosa PvdQ acylase activity. purified PvdQ acylase, fluorescence plate reader. inhibition, % at 10 µM. actives 0.063% (n = 340,000); in the data active = inhibition above about 30%, passing the limit was not always enough; inconclusive = no clear call, values can overlap the other calls;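 note: 0% = vehicle neutral wells and 100% = reference inhibitor wells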
MITF act: MITF TRPM1 promoter activation in melanoma cells; activation, % at 12.5 µM; SK-MEL-5 TRPM1-promoter luciferase, 24 h; % of positive control, neutral wells = 0; actives 0.75% (n = 300,000);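 active = mean activation of at least 80% with every replicate also reaching 80%; inconclusive = mean reaches 80% but some replicate falls short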;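 note: 0% = neutral control wells and 100% = parthenolide positive control wells; values of inactives mirror those of a sister screen read the other way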
* = called active by the depositor; ? = inconclusive; · = not tested or not shown. Rows were taken by chance; about 4.4% have a hit in one of these screens.

SMILES	SR-BI DiI inh	CDK5 inh	cardiac RTF act	SR-BI uptake up	dFosB activator	HTR5A ag	Rtt109 HAT inh	Wnt act	PvdQ inh	MITF act
COCC(C)N1CCC(Oc2cccc(C(=O)NCCc3ccccc3)c2)CC1 (configuration not stated)	5	-1.2	-1	-5	-9	3	-5	22	-11	33
CN(NC(=O)C1CC(=O)N(c2ccccc2)C1)C1=NS(=O)(=O)c2ccccc21 (configuration not stated)	-27	-3.2	3	27	-5	-1	5	3	11	-1
CCCOc1ccc(-c2nn(-c3ccccc3)cc2/C=C2\SC(N)=NC2=O)cc1C	19	-0.6	5	-19	-3	0	-9	-2	-6	12
O=S(=O)(NCCSc1ccccc1)c1ccc(F)cc1	-11	-0.8	-9	11	-4	-4	11	·	10	9
COc1cc(C(=S)N2CCN(c3cccc(Cl)c3)CC2)ccc1O	15	-1.8	1	-15	-12	4	32	-3	9	-8
CC[C@]12c3[nH]c4ccc(OC)cc4c3CCN1C(=O)C(CC(=O)NC/C=C(\C)CCC=C(C)C)C[C@@H]2C(=O)N1CCN(C(=O)c2ccco2)CC1 (some centres not stated)	54	3.9	1	-54	-8	-1	17	-2	1	-11
Cc1ccc(S(=O)(=O)Cn2nnnc2CN(Cc2ccco2)Cc2cccs2)cc1	14	0.1	5	-14	4	2	1	·	-5	12
COc1ccc(-n2nnnc2SCC(=O)c2ccc3c(c2)OCCO3)cc1	-38	-4.5	12	38	23*	-5	1	0	0	-11
O=S(=O)(c1ccc2c(c1)OCCO2)N1CCC(n2cnc3cc(F)ccc32)CC1	3	2.7	-5	-3	-11	8	26	·	6	-3
Cc1ccc(C(C[N+](=O)[O-])c2c(N)n(C)c(=O)n(C)c2=O)cc1 (configuration not stated)	·	0.3	3	·	-2	4	·	-3	1	·
CCCc1cc(=O)oc2cc(OCC(=O)Nc3ccc(S(N)(=O)=O)cc3)ccc12	-16	0.3	-1	16	-14	-1	7	-4	3	-4
COc1ccccc1NC(=O)c1sc2ncn(Cc3cccc4ccccc34)c(=O)c2c1C	43	-0.7	7	-43	7	-5	-25	·	0	10
CC(NC(=O)COC(=O)c1ccc(CO)cc1)C1CC2CCC1C2 (configuration not stated)	-6	0.0	3	6	-7	-5	3	8	-8	2
O=C(O)c1cc(NS(=O)(=O)c2cccs2)cc(NS(=O)(=O)c2cccs2)c1	-20	-1.2	0	20	-10	-6	-10	-1	-11	3
O=c1[nH]c2cc3c(cc2cc1CN(CCN1CCOCC1)C(=S)NCC1CCCO1)OCO3 (configuration not stated)	-1	-2.8	-1	1	2	2	12	0	4	0
Cc1ccc(OC(=O)c2cc3ccccc3o2)cc1	-34	1.0	-2	34	2	-6	9	·	-21	-12
N#CCCN(C(=S)Nc1ccc(S(=O)(=O)N2CCOCC2)cc1)c1ccccc1F	-15	1.7	-8	15	3	-6	1	-1	3	-7
COc1ccc(C)cc1Nc1ccc(C(=O)O)cc1[N+](=O)[O-]	-7	-0.1	2	7	6	-3	4	1	3	-10
C=CCN(CC=C)C(=O)c1ccc2nc(Cc3ccc(OC)c(OC)c3)oc2c1	-1	1.2	1	1	-9	3	1	-3	-12	2
Cc1cc(Cl)ccc1NC(=O)NC1CCN(S(=O)(=O)c2ccc(F)cc2)CC1	43	-0.7	5	-43	5	3	-12	6	-2	-16
CC(C)n1cc(CNC(=O)C2CCC(=O)N(Cc3ccccc3F)C2)cn1 (configuration not stated)	0	1.3	4	0	4	-1	-6	0	-11	6
O=S(=O)(NC1CC2CCC1C2)c1ccc(Br)cc1 (configuration not stated)	-20	-0.7	-1	20	-6	6	-7	-1	6	·
Cc1cc(C(=O)Nc2cccc(-c3ccc(N4CCOCC4)nn3)c2)ccc1[N+](=O)[O-]	?	1.3	-1	-70	0	-2	17	27	3	76
CCOCCCNC(=O)C(NC(=O)CC1NC(=O)NC1=O)c1ccc(Cl)cc1 (configuration not stated)	13	-4.2	2	-13	-4	3	-1	-5	-5	3
O=c1c2c(-c3ccc(Cl)cc3)csc2ncn1/N=C/c1cccc([N+](=O)[O-])c1O	44	0.9	5	-44	-7	-1	5	0	2	7
O=C(Nc1ccc(F)cc1F)N1CCN(C/C=C/c2ccccc2)CC1	10	-0.1	1	-10	7	-2	-8	-2	-3	·
O=C1C=C(N2CCOCC2)c2ccccc2C1=O	-16	3.3	1	16	-3	0	8	-6	12	·
CCOC(=O)c1c(NC(=O)C2c3ccccc3Oc3ccccc32)sc(C(C)=O)c1C	26	-3.1	5	-26	0	9	-5	0	1	-8
Cc1ccccc1-c1nc(CN2CCC(C(=O)NCCC3=CCCCC3)CC2)c(C)o1	49	1.1	-1	-49	-13	0	6	-7	-10	·
Cc1ccc(NC(=O)CN2C(=O)S/C(=C\c3cccn3-c3cccc(C(=O)O)c3)C2=O)cc1C	5	-0.2	-9	-5	-10	0	-8	-1	-4	3
O=C(NCc1ccco1)C(C(=O)c1ccc(F)cc1)n1ccccc1=O (configuration not stated)	-4	-2.7	1	4	-2	4	-13	·	3	·
O=C(N/N=C\c1cccnc1)C1c2ccccc2Oc2ccccc21	7	-2.5	2	-7	-7	-1	5	0	-8	0
Cc1ccc(S(=O)(=O)N(C)c2c(C)ccc(S(=O)(=O)NC(C)(C)C)c2C)cc1	16	-0.5	·	-16	-4	·	11	-1	-8	-4
CC(=O)Nc1ccc(NC(=O)c2ccco2)cc1	-2	-0.5	1	2	-7	-1	-4	·	1	30
Cc1ccc(/C=N/NC(=O)c2ccc(-n3cccc3)cc2)o1	16	-0.5	-3	-16	-4	4	-12	3	-1	2
COc1cccc(OCC(=O)Nc2ccc(OC)c(OC)c2)c1	-10	0.0	-1	10	-1	3	1	-3	-7	17
Cc1c(NC(=O)C2CCN(S(=O)(=O)c3ccccc3)CC2)c(=O)n(-c2ccccc2)n1C	-21	2.6	3	21	9	7	-3	·	1	8
CCOC(=O)C1CCCN(CCC(C)c2ccccc2)C1 (configuration not stated)	-27	-0.3	4	27	0	-1	-25	·	-5	4
CC(C)(C)OC(=O)N(CCc1ccccc1)Cc1cccc(OCc2cccc(NC(=O)C3CCCC3)c2)c1	12	-0.2	1	-12	-5	-1	7	-6	-4	12
O=c1[nH]c(CSc2nnnn2-c2ccccc2)nc2ccccc12	-13	3.4	1	13	-6	1	-17	-1	-12	-7
Cc1ccc(NC(=O)[C@@H](NC(=O)c2cccc(S(=O)(=O)N3CCOCC3)c2)C(C)C)cc1C	28	2.6	3	-28	-4	4	-1	-2	-16	3
S=C(Nc1cccc(Cl)c1)N(CCCN1CCCC1)Cc1cccn1Cc1ccc(Cl)cc1	6	-1.7	12	-6	13	6	28	-6	-12	-21
CCOC(=O)CC(NC(=O)c1cc2cccc(OC)c2oc1=O)c1cccc([N+](=O)[O-])c1 (configuration not stated)	8	-2.6	-1	-8	-6	4	-4	-9	-15	-8
CC(=O)c1ccc(-n2c(-c3cc(-c4ccsc4)n[nH]3)n[nH]c2=S)cc1	-17	-1.5	-4	17	-10	-4	4	-1	-9	14
CN(C)C(CNC(=O)C1CCN(S(=O)(=O)c2cccc(Cl)c2Cl)CC1)c1ccccc1 (configuration not stated)	5	-0.1	-6	-5	-8	-3	-9	0	-13	8
C=CCn1c(SCCN2C(=O)c3ccccc3C2=O)nc2scc(-c3ccccc3)c2c1=O	36	-1.8	5	-36	-11	3	16	·	12	·
NC(=O)CSc1nnc(-c2ccncc2)n1CCc1ccccc1	0	0.2	-7	0	-2	-1	9	3	12	·
COCC(=O)N=Nc1c(O)[nH]c2ccccc12	-12	-1.7	2	12	9	5	1	5	-12	9
CCOc1ccc(Nc2nc(N)nc(CSC(=S)N3CCN(c4ccccc4)CC3)n2)cc1	1	-0.7	3	-1	10	2	-8	-4	-8	·
COC(=O)c1ccccc1N1C(=O)[C@@H]2C(c3ccc(F)cc3)=NO[C@@H]2C1=O	-9	-0.9	4	9	-5	-5	-2	·	-12	-6
CCN1C(=O)[C@H]2[C@@H](c3ccc(-c4ccccc4)c(OC)c3)N[C@@](Cc3ccccc3)(C(=O)OC)[C@H]2C1=O	17	0.5	4	-17	-4	3	-11	-3	-14	-13
CCN1CCN(S(=O)(=O)c2ccc(Cl)c(C(=O)N(C)CCOc3ccc(Cl)cc3)c2)CC1	44	-4.7	-3	-44	-10	-11	-6	-20	-1	0
COc1ccc(-c2cn3cccnc3n2)cc1NC(=O)c1cc(OC)c(OC)c(OC)c1	49	0.9	1	-49	-7	0	1	1	-7	1
CSC1=NSC2=NC(=O)/C(=C/c3coc4ccc(O)cc4c3=O)C(=N)N12	14	-1.1	177*	-14	-28	-7	8	2	-13	-4
Cc1nc(SCc2ccc(C(=O)O)cc2)c2c(C)c(C)sc2n1	-8	-0.3	-6	8	-21	0	0	0	-4	-11
CCN1C(=O)c2ccccc2S(=O)c2ccc(C(=O)N3CCCC3)cc21 (configuration not stated)	-15	-0.2	3	15	2	4	-4	-2	-2	-10

Further results follow:
SMILES	SR-BI DiI inh	CDK5 inh	cardiac RTF act	SR-BI uptake up	dFosB activator	HTR5A ag	Rtt109 HAT inh	Wnt act	PvdQ inh	MITF act
COc1ccc(CCNC(=O)C2CCCN(Cc3nc(-c4cccc(Cl)c4)oc3C)C2)cc1OC (configuration not stated)	51	-1.4	-2	-51	-4	-2	7	·	-9	·
COc1ccc(-n2nc(C(=O)NCC(=O)N3CCC(C)CC3)c3ccccc3c2=O)cc1Cl	·	-0.6	4	·	-33	-1	-3	8	-5	79
CCOC(=O)c1sc(NC(=O)C(CC)OC(=O)C(CC(C)C)NC(=O)c2ccccc2)nc1C (configuration not stated)	11	0.1	-7	-11	-11	8	-12	·	3	14
NC(=O)CSc1nnc(-c2cccs2)n1Cc1ccco1	0	3.9	-3	0	1	-4	-9	8	11	·
Cc1cccc(/C=C2\CS/C(=C\c3cccc(C)c3)C2=O)c1	0	0.9	-3	0	-13	1	12	-3	6	·
CCOc1ccc(OCC(O)CN2CCc3ccccc3C2)cc1 (configuration not stated)	2	1.3	8	-2	2	3	-1	2	-10	-7
COc1ccc(NC(=O)c2ccc(OC(=S)N(C)c3ccc(OC)cc3)cc2)cc1	60	·	5	-60	0	0	-9	-5	-8	-12
COc1cccc(CN2CC(C(=O)NCCc3ccc(C)o3)CCC2=O)c1 (configuration not stated)	-4	-0.7	7	·	-11	-3	0	1	-5	0
O=C(NCc1ccco1)C(c1ccc(F)cc1)N(Cc1cccnc1)C(=O)Cn1nnc2ccccc21 (configuration not stated)	-18	-0.9	-11	18	-6	5	1	-2	-3	·
COc1cccc(-c2cn(C[C@H]3CC[C@@H]([C@@H]4CC[C@H](Cn5cc(-c6cccc(OC)c6)nn5)O4)O3)nn2)c1	18	0.2	0	-18	2	14	1	-4	-5	4

Source: PubChem BioAssay
